Bioassay records from PubChem BioAssay.
Runt-SMMHC FRET: inhibitors of RUNX1 Runt–CBFb-SMMHC binding, primary screen, biochemical, FRET, Cerulean-Runt, Venus-CBFb-SMMHC, uHTS. Runt-related transcription factor 1 (Homo sapiens) + Core-binding factor subunit beta …. Cerulean-Runt/Venus-CBFb-SMMHC FRET ratio 530/480, 1 h. inhibition, % at 20 µM. 0.74% of 220,000 active. AID 1434, 2008;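 active = mean inhibition across duplicate retests at 20 µM reaching about 50%, limit read from the data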;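 note: 0% = DMSO wells and 100% = wells with excess untagged CBFb-SMMHC; inhibitors lower the FRET ratio by blocking Runt binding to CBFb-SMMHC; some results filed as inactive read as strong as hits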
Target sequence (Q01196 whole entry, looked up): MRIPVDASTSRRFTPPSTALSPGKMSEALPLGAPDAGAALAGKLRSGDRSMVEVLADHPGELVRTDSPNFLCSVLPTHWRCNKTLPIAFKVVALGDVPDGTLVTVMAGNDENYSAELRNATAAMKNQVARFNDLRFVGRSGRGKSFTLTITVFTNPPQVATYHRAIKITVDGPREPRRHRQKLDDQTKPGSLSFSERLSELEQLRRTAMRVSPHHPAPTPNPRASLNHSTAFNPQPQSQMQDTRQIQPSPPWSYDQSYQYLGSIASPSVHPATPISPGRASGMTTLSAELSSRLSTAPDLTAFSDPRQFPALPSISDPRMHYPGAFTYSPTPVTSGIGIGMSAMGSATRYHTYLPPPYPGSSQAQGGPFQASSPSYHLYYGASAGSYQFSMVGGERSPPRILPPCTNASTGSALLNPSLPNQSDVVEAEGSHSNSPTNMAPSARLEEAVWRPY
Target sequence (Q13951 whole entry, looked up): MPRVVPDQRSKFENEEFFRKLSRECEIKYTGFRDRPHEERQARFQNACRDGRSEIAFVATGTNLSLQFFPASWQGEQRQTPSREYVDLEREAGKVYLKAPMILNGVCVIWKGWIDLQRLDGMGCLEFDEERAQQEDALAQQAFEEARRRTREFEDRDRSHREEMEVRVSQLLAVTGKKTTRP
Furin inhibitor: human furin inhibitors, primary screen, biochemical, fluorescence intensity; P09958; 0.061% of 220,000 active; purified furin, fluorogenic substrate cleavage; inhibition, % at 30 µM; AID 463115, 2010; in the data active = inhibition above about 25%; note: inactives centre near -15
p97 ATPase inh: inhibitors of human p97 ATPase, primary screen, biochemical; Transitional endoplasmic reticulum ATPase (Homo sapiens), P55072; recombinant p97 ATPase, Kinase-Glo ATP luminescence, 3 h; inhibition, % at 8 µM; 0.42% of 220,000 active; AID 1481, 2009; in the data active = inhibition above about 15%;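 note: 0% = DMSO vehicle and 100% = wells lacking enzyme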
EBV gp42 inh: Epstein-Barr virus gp42 inhibitors, primary screen, biochemical, uHTS, fluorescence polarization. Fluorescence polarization binding assay, mP read-out. 0.42% of 220,000 active. Glycoprotein 42 (Epstein-Barr virus (strain AG876)), Q1HVG2. inhibition, % (tested at 21.74 µM); in the data active = inhibition above about 50%
Calpain2 inh: inhibitors of pig calpain II, primary screen, biochemical, fluorogenic peptide substrate, 1536-well | purified calpain II, 30 min | AID 1236, 2008 | inhibition, % at 16 µM | 0.37% of 220,000 active;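 active = inhibition above about 50%, limit read from the data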
TbHK1 inh: Trypanosoma brucei hexokinase 1 inhibitors, primary screen, biochemical, G6PDH-coupled NADH absorbance, MLSCN library; hexokinase 1 [Trypanosoma brucei]; recombinant TbHK1, G6PDH-coupled NADH A340; inhibition, % at 10 µM; 0.11% of 220,000 active;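 active = inhibition of 50% or more in the single-dose primary screen; inactive = inhibition below 50%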
RBBP9 inh: human RBBP9 inhibitors, primary screen, biochemical, fluorescence polarization, FP-Rh probe, HTS | inhibition, % at 7.94 µM | 0.2% of 220,000 active | Serine hydrolase RBBP9 (Homo sapiens), O75884 | AID 1515, 2009 | recombinant RBBP9;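 active = inhibition above the campaign mean of all tested compounds plus 3 SD, cut at about 14% in these data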;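 note: plate controls were DMSO wells with RBBP9 for no effect and wells lacking RBBP9 protein for full effect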
Target sequence (O75884 whole entry, looked up): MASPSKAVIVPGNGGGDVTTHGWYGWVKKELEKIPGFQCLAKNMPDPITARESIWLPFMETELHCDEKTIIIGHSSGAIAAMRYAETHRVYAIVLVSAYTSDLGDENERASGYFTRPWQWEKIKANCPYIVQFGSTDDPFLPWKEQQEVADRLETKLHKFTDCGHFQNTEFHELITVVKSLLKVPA
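Assay system: recombinant human RBBP9; Reagent: Serine-hydrolase probe FP-Rh, 375 nM pre-mixing; Doses: 7.94 µM single dose, 0.794% DMSO; Incubation: 30 min then 45 min, 25 °C; Detection: fluorescence polarization (mP), excitation 525 nm, emission 598 nm; Evaluation: percent inhibition from mP, scaled between DMSO and no-protein wells.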
Runt-CBFb FRET: inhibitors of RUNX1 Runt–CBFb binding, primary screen, biochemical, FRET, Cerulean-Runt, Venus-CBFb, uHTS; Runt-related transcription factor 1 (Homo sapiens) + Core-binding factor subunit beta …; Cerulean-Runt/Venus-CBFb FRET ratio 530/480, 1 h; inhibition, % at 20 µM; 0.46% of 220,000 active;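 active = inhibition over about 50% at 20 µM in the single-dose screen, limit read from the data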;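 note: 0% = DMSO wells and 100% = excess unlabeled CBFb competitor control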
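Assay system: Cerulean-Runt domain / Medium: Tris 50 mM pH 7.5, KCl, K2SO4, 0.01% BSA / Timing: protein complex preformed 1 h, compound exposure 1 h, room temperature, dark / Measured by: FRET, excitation 422 nm, emission at 530 and 480 nm / Evaluation: loss of energy transfer signal / Control set: 5 µM unlabeled CBFb as full-inhibition high control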
NCF1 inh: p47phox/p22phox peptide binding inhibitors, primary screen, biochemical, uHTS, NADPH oxidase regulatory subunit. fluorescence polarization, 2 h. AID 1274, 2008. 0.53% of 220,000 active. Neutrophil cytosol factor 1 (Homo sapiens), P14598. inhibition, % at 24.7 µM;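 active = inhibition above about 30%, limit read from the data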;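 note: 0% = p47phox with labelled peptide and 100% = labelled peptide alone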
Active calls of the source: *; . = no result given; & = joins results of further samples; [ ] = another dose, or the depositor's remark.

The line under a structure holds: Furin inhibitor, Runt-CBFb FRET, Runt-SMMHC FRET, RBBP9 inh, Calpain2 inh, NCF1 inh, p97 ATPase inh, EBV gp42 inh, TbHK1 inh
#1 Cn1ncc(N2CCN(S(=O)(=O)c3ccc(Br)cc3)CC2)c(Cl)c1=O
    -23, -1, 2, -9, -9, -6, -2, -16, -7
#2 O=C(O)c1cccc(N/N=C/c2cccnc2)c1
    -18, -2, 2, -5, 1, -17, 4, -2, -20
#3 CCC(C)c1cc(S(=O)(=O)N2CCOCC2)ccc1OC (stereo not given)
    -10[20 µM], -2, -1, -7, 7, -7, -5, -22, -4
#4 Nc1nnc(SCC(=O)N2CCN(Cc3ccccc3)CC2)s1
    -27[20 µM], -43, 2, -1, 8, -21, -2, -33, -1
#5 Cc1cc(-c2ccccc2)nc2cc(C(=O)N(Cc3ccccc3)Cc3ccccc3)nn12
    -3[20 µM], -12, -3, -14, -84, -13, -8, -7, 3
#6 COc1ccc(CC(=O)Nc2nc3ccccc3[nH]2)cc1
    -8, 0, -12, -1, 6, -12, 13, -20, -5
#7 COc1cccc(N2CCN(c3ncccn3)CC2)c1
    -22, 1, 3, -1, 25, 12, 5, 8, 3
#8 CC1CN(c2nnnn2-c2ccccc2)CC(C)O1 (stereo not given)
    -17, 0, -3, -8, 12, 11, 6, 10, -3
#9 CCN(C(=O)COC(=O)c1ccc(Cl)cc1N)C1CCCCC1
    -37, -1, 1, -9, -170, 1, -7, 9, -3
#10 O=C1CC(c2cccs2)Sc2nc3ccccc3n21 (stereo not given)
    -11[20 µM], 1, -5, 2, 17, 3, 4, 1, -1
#11 Cc1nc(-c2cccc3ccccc23)ccc1C(=O)O
    -42, -1, -2, -4, -72, -1, 5, -4, 8
#12 Cc1cc2cc(CNC(=O)c3ccc(Br)o3)ccc2n1C
    -12, 23, -12, ., -32, 14, ., 15, -5
#13 O=C(c1cccc(F)c1F)N1CCCC1
    -20[20 µM], -5, 1, -9, -13, -2, 2, 0, 0
#14 CC(=O)N1CC2(NC(=O)c3ccccc3N2)c2ccccc21 (stereo not given)
    -26, 3, 0, -1, -371, -6, 2, -13, -14
#15 COc1ccc(NC(=O)N2CCN(S(C)(=O)=O)CC2)cc1OC
    -12, -2, -1, -8, -8, -5, 2, -11, 2
#16 Cc1ccc(Cl)cc1N1CCN(C(=O)C2(S(=O)(=O)c3ccc(Cl)cc3)CC2)CC1
    -22[20 µM], -2, 2, -2, -10, -2, -5, 6, 24
#17 Cc1ccc2c(c1)-c1c(cnn1CC(=O)Nc1ccccc1N1CCN(C)CC1)CO2
    -16, 1, 3, -7, -1, -11, -4, -15, -7
#18 COc1ccc(CNC(=O)c2ccc(C(C)(C)C)cc2)cc1
    -23, 3, -5, 0, 7, -1, -1, -11, -3
#19 COC(=O)C1=C(C)NC(=O)NC1c1ccc(-c2ccc(Cl)cc2)o1 (stereo not given)
    -28, 22, 17, -9, -18, -58, 5, -22, 4
#20 CCn1c(=O)n(CC(=O)Nc2cccc(OC)c2)c(=O)c2ccccc21
    -15, 1, -1, -7, -33, -7, 3, -19, 0
#21 COc1ccc(/C=N/NC(=O)c2cccc(Br)c2)cc1Cn1cc(Cl)cn1
    -8[20 µM], 0, -2, -6, -48, 10, 2, -1, 1
#22 COC(=O)c1sc(-c2ccccc2)cc1NC(=O)c1ccc(OC)cc1
    -25, 0, 1, -1, -18, -10, 5, -19, 0
#23 Cc1nccn1CC(=O)N/N=C/c1cc(Br)cs1
    -18, -1, -4, 3, -13, -6, 12, -10, -13
#24 CCC(/C=C1\Sc2ccc(OC)cc2N1CCO)=C\c1sc2ccc(OC)cc2[n+]1CCO
    -4, 25, 48, -82, 1, -254, -10, -8, 4
#25 CC(C)(C)c1cnnn1-c1ccc(-c2csc(N)n2)cc1
    -30, 3, 2, -4, 11, -12, 0, -28, -5
#26 O=c1cc(CSc2nnnn2-c2ccccc2)nc(Nc2ccc(F)cc2)[nH]1
    -15[20 µM], 2, -7, -12, -160, -13, -8, 21, -7
#27 COC(=O)c1cc2ccsc2n1CC(=O)N1CCCc2ccccc21
    -18, 0, -1, -4, 0, -5, 2, -12, 4
#28 COc1cccc(NC(=S)N2CCCC2c2ccc(OC)c(OC)c2)c1 (stereo not given)
    -37, 1, 5, -6, -22, ., 0, -9, -2
#29 C(=N\Nc1nc(-c2cccnc2)nc2ccccc12)/c1ccccc1
    -4, -2, 0, -5, -2, -47, -9, -15, -55
#30 COc1cc(OC)c(OC)cc1/C=C/C(=O)c1ccc(NS(=O)(=O)c2ccc(C)cc2)cc1
    -16, -179, -275, 3, -56, -89, 10, -30, -23
#31 Cc1ccc(NC(=O)c2cc(N3C(=O)C=CC3=O)ccc2N2CCOCC2)cc1Cl
    0, -2, 23, -5, -53, 11, 6, -12, 13
#32 CCC(C)NC(=O)COC(=O)c1ccccc1OCC(=O)Nc1ccc(Br)cc1 (stereo not given)
    -13, 0, -8, 4, 29, 24, 3, -23, 0
#33 CC(=O)N1CCN(C(=O)CCc2nc3ccccc3c(=O)[nH]2)CC1
    -7[20 µM], 2, -4, 3, -21, -17, 4, -4, -3
#34 COC(=O)Nc1ncc(CN2CCc3ccccc3C2)s1
    -18[20 µM], 2, 0, 7, 7, -6, 5, -13, -6
#35 COCCNC(=O)c1onc(CSc2ccccc2F)c1C(=O)O
    -14[20 µM], -1, 4, -2, -11, -6, 1, -16, -3
#36 Cc1cccc(-n2ncc3c(N4CC(C)CC(C)C4)ncnc32)c1 (stereo not given)
    -24, -3, -4, -6, 23, -5, -9, -24, -11
#37 Cc1cc(-c2ccccc2C(=O)O)on1
    -36, 0, 1, -8, -22, -6, 3, -13, 1
#38 CCOCCOC(=O)CCSc1n[nH]c(=O)[nH]c1=O
    10, 2, 0, 1, 5, -19, 5, -16, 3
#39 Cc1ccc(N2C(=O)NC(NC(=O)C3CC3)(C(F)(F)F)C2=O)cc1 (stereo not given)
    -2, -1, 3, -8, 17, 2, 2, 4, 33
#40 CNC(=O)C1CCC(=O)N1Cc1ccccc1Cl (stereo not given)
    -17[20 µM], 1, -2, 9, 2, -12, -2, -12, -3
#41 CCn1c(CC(=O)Nc2ccc(C)cc2)nnc1SCC(=O)N1CCN(c2ccccc2)CC1
    -15[20 µM], -4, -3, -5, 18, -5, 0, 3, -3
#42 CC(=O)N/C(=C\c1ccc(Cl)cc1)C(=O)O
    -14, 3, 0, 1, 12, 3, 5, 2, -14
#43 CC(/C=C\c1cccnc1)=C/C(=O)O
    -16&-11[20 µM], -2&2, 0&-2, -4&0, -25&-35, -17&-11, 1&3, 8&-11, 12&0
#44 COc1ccc(NC(=O)COC(=O)C23CCC(=O)N2c2ccccc2S3)cc1 (stereo not given)
    -21[20 µM], 4, -1, 2, -4, 9, 0, -31, -4
#45 Cc1cc(NS(=O)(=O)c2ccc(NC(=O)c3cc(-c4ccccc4Cl)nc4ccccc34)cc2)no1
    -12, -4, -7, -5, -48, -2, 1, 11, 30

Profiles, quoted from the list. Values in the order: Furin inhibitor	Runt-CBFb FRET	Runt-SMMHC FRET	RBBP9 inh	Calpain2 inh	NCF1 inh	p97 ATPase inh	EBV gp42 inh	TbHK1 inh
`COc1cccc(NC(=S)N2CCCC2c2ccc(OC)c(OC)c2)c1` (stereo not given) is listed with -37	1	5	-6	-22	.	0	-9	-2
`Cc1ccc(N2C(=O)NC(NC(=O)C3CC3)(C(F)(F)F)C2=O)cc1` (stereo not given) is listed with -2	-1	3	-8	17	2	2	4	33

The list continues:
The line under a structure holds: Furin inhibitor, Runt-CBFb FRET, Runt-SMMHC FRET, RBBP9 inh, Calpain2 inh, NCF1 inh, p97 ATPase inh, EBV gp42 inh, TbHK1 inh
#46 CCn1c(=S)[nH]c2cc(S(=O)(=O)N3CCCCC3)ccc21
    -11[20 µM], 10, 5, 2, -11, -17, 1, -6, -7
#47 O=c1[nH]c2ccccc2cc1CN(c1ccccc1)S(=O)(=O)c1ccccc1
    -9, -16, 4, 1, 0, -5, 4, -15, -1
#48 CCN(CC)C(=O)Oc1ccccc1NC(C)=O
    -20[20 µM], 1, 3, -6, -35, -16, 0, -3, 4
#49 O=C(CCS(=O)(=O)CCN1CCOCC1)NCNC(=O)CCS(=O)(=O)CCN1CCOCC1
    -32, ., ., -3, -21, -8, 6, -4, -6
#50 Cc1ccccc1-c1n[nH]c(=S)n1C
    -28, 8, 12, -5, -39, -2, 10, 5, -1
#51 COc1ccc2cc(C(=O)O)ccc2c1
    -18[20 µM], -1, 0, 2, -18, -3, 4, -1, 4
#52 Cc1cc(C)n(C(=O)c2ccc(C)o2)n1
    -18[20 µM], 0, 1, -7, -11, -6, 1, 10, 0
#53 CC(C)(C)n1nnnc1C(c1cccs1)N1CCN(c2ccccc2)CC1 (stereo not given)
    -2[20 µM], -1, -36, -2, -35, -8, 1, 12, -3
#54 C[C@@H](O)[C@@H]1NC(=O)c2cc([N+](=O)[O-])cc(I)c2NCC[C@@H](C(N)=O)NC(=O)CNC1=O
    -7, -2, 1, -2, 3, -1, 2, -2, -6
#55 O=C(CCS(=O)(=O)c1ccccc1)Nc1nc2cc3c(cc2s1)OCO3
    -14, 0, 3, -3, -18, 1, 8, -5, -13
#56 O=C(COc1ccccc1-c1ccccc1)NN=C1CCCC1
    -34, -1, -5, -3, -7, ., 2, -6, -2
#57 Cc1cccc(NS(=O)(=O)c2cccs2)n1
    -27[20 µM], 0, 0, -5, -79, -5, 2, 1, -8
#58 O=C(CC1NCCNC1=O)Nc1ccc(Cl)c(Cl)c1 (stereo not given)
    -24, 0, 3, 1, -7, -14, 5, -8, 0
#59 O=C(O)CCCCCNS(=O)(=O)c1c(Cl)cccc1Cl
    -26, 1, -1, -4, -7, -7, -4, -33, 1
#60 COC(=O)CC1(c2cccc3ccccc23)C(=O)c2ccccc2C1=O
    -1[20 µM], -1, 0, -2, -32, -14, 0, -8, 2
#61 Cc1ncsc1CCSc1n[nH]c(=O)n1-c1ccccc1
    -9[20 µM], 1, 7, 2, -19, 1, 1, -2, 7
